eIF2B yeast act – GCN4-lacZ reporter reduction in eIF2B-epsilon mutant yeast, primary screen, S. cerevisiae, eIF2B-epsilon R284H, Beta-Glo luminescence | inhibition, % at 25 µM (by protocol) | hit rate 0.91% among 27,000;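 active means mutant luminescence inhibited past about 50% while wild type luminescence and mutant growth stay under set limits, limit read from the data; inconclusive means mutant versus wild type luminescence inhibition gap past a set limit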; further: some compounds called inactive have numbers as strong as hits
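material = yeast eIF2B-epsilon R284H mutant carrying GCN4–beta-galactosidase fusion | schedule = 16 h growth with compound at 30 °C, 90 min Beta-Glo step | measured by = luminescence and A595 | compound dosing = one concentration, 25 µM, 0.25% DMSO | read-out basis = % inhibition of reporter signal and growth versus controls | buffer or medium = YPD medium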
Yeast growth tox – yeast growth toxicity, wild-type and mutant, primary screen, cytotoxicity control for eIF2B function restoration project, wild-type and eIF2Bepsilon R284H mutant, A595 | growth inhibition, % at 25 µM (by protocol) | hit rate 0.3% among 30,000 | S. cerevisiae wild-type growth, A595 turbidity, 16 h | AID 685, 2007;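 active means mutant and wild-type yeast strains alike exhibit over 30% growth inhibition; inconclusive means a strain exceeds 50% while the second remains under 30%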;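 further: 0% = untreated cell controls and 100% = YPD media blanks without cells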
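system = S. cerevisiae wild-type or eIF2Bepsilon-R284H mutant strain | buffer or medium = YPD medium | dosing = one dose, 25 µM compound, 0.2% DMSO | schedule = 16 h at 30 °C | measured by = A595 turbidity | evaluation = growth inhibition (%) versus cell controls and blanks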
Yeast growth tox inhibition % – recorded beside Yeast growth tox, whose call it bears; growth inhibition, %; S. cerevisiae eIF2Bepsilon-R284H mutant growth, A595 turbidity, 16 h;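 each compound tested once at 25 µM; 0% equals untreated cells and 100% equals cell-free medium blanks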
eIF2B yeast act mutant toxicity – also measured in eIF2B yeast act; calls as there; growth inhibition, %; measured here: mutant yeast growth, toxicity;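 each compound tested once at 25 µM; zero equals untreated control growth and 100 equals blank medium absorbance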
Starred values were filed as active, the others as inactive; u = inconclusive; x = no result given. Only part of the results is shown; the hit share may differ from the screen's.

1	Nc1nc(-c2ccc3c(c2)CCCC3)cs1
2	CCn1cc(C(=O)NC2CCCCC2)c(=O)c2ccc(C)nc21
3	CCC(C)Sc1nc(O)c(Cc2ccccc2)c(=O)[nH]1 (centres undefined)
4	CN(C)c1cc[n+](Cc2ccccc2)cc1
5	CCC(CC)c1nnc(NC(=O)c2c(C)nn(Cc3ccccc3Cl)c2C)s1
6	CC1(C)Cc2c(c(N3CCOCC3)nc3sc4c(=O)[nH]cnc4c23)CS1
Compound	1	2	3	4	5	6
Yeast growth tox inhibition %	19	16	5	7	-43	x
eIF2B yeast act mutant toxicity	19	16	5	7	-43	x
Yeast growth tox	12	15	0	6	16	x
eIF2B yeast act	30	23	-4	42	-4	-8

7	COc1ccc(-n2cnc3ccccc32)cc1
8	Cc1cc(NC(=O)c2ccc3c(c2)OCO3)ccc1NC(=O)c1ccco1
9	O=C(N1CCOCC1)N1CCN(c2ccccn2)CC1
10	c1ccc(SCCc2ccncc2)cc1
11	O=C(CSc1nc2c(c(C(F)(F)F)n1)CCc1ccccc1-2)NCc1ccccc1
12	Cc1sc2nc(C(C)C)oc(=O)c2c1C
Compound	7	8	9	10	11	12
Yeast growth tox inhibition %	42	x	4	5	x	12
eIF2B yeast act mutant toxicity	42	x	x	x	x	12
Yeast growth tox	30	x	-6	9	x	11
eIF2B yeast act	21	22	x	x	26	24

13	CCN1CCN(CC(=O)c2c[nH]c3ccc(C)cc23)CC1
14	COC(=O)c1sccc1NC(=O)c1ccco1
15	c1cc(-c2noc(CCC3CCCC3)n2)ccn1
16	Cc1cccc(-c2nc(=S)c3c(n2Cc2ccco2)CCCC3)c1
17	COc1ccc(S(=O)(=O)N(CC(=O)N2CCOCC2)Cc2ccccc2)cc1
18	CCNC(=O)c1cc2c(=O)n3cccc(C)c3nc2n1C
Compound	13	14	15	16	17	18
Yeast growth tox inhibition %	-10	0	-9	8	6	2
eIF2B yeast act mutant toxicity	-10	x	-9	x	6	2
Yeast growth tox	-9	22	-14	35	11	-11
eIF2B yeast act	15	x	-2	x	41	-22

19	COc1ccc(N2C3=C(CC4=C2CC(C)(C)CC4=O)C(=O)CC(C)(C)C3)cc1
20	CCCCn1nnnc1SCC(=O)N(CC)CC
21	CCOc1ccc(NC(=O)CCN2CCN(c3ccccc3F)CC2)cc1
22	CCCC(=O)Nc1ccc(OCC(=O)OC)cc1
23	CC1(N2CCOCC2)CC2(O)C(=[N+]1[O-])CCc1c2no[n+]1[O-] (centres undefined)
24	CCOCc1cn(CC(=O)c2ccc([N+](=O)[O-])cc2)c(C)nc1=N
Compound	19	20	21	22	23	24
Yeast growth tox inhibition %	2	9	-5	4	11	13
eIF2B yeast act mutant toxicity	2	x	x	4	11	13
Yeast growth tox	-22	18	-5	-13	15	7
eIF2B yeast act	-31	x	x	-15	18	21

25	O=S(=O)(c1ccc(-n2cnnn2)cc1)N(C1CCCCC1)C1CCCCC1
26	CSc1ccc(-c2nc(CSCC(=O)NCCCN3CCOCC3)c(C)o2)cc1
27	Cc1cc(N2C(=O)C3CC=CC(C)C3C2=O)no1 (centres undefined)
28	Cc1ccc(/C=N/n2c(C)cc(C)c(C#N)c2=O)cc1
29	CC1CCN(S(=O)(=O)c2ccc(C(=O)OCc3ccc4c(c3)OCO4)cc2)CC1
30	CCN(CC)C(=O)NC1CC2CCCC(C1)N2Cc1ccccc1 (centres undefined)
Compound	25	26	27	28	29	30
Yeast growth tox inhibition %	27	10	-29	0	-9	45
eIF2B yeast act mutant toxicity	27	10	x	x	x	45
Yeast growth tox	4	12	11	-1	-5	3
eIF2B yeast act	26	9	x	19	x	-3

31	CCOC(=O)C1=C(C)NC(=O)NC1c1ccco1 (centres undefined)
32	Cc1ccccc1Cn1ccc(NC(=O)c2cnn3cccnc23)n1
33	O=S1(=O)C=CC(Sc2nc3ccccc3[nH]2)C1 (centres undefined)
34	O=C(CCC1N=C2c3ccccc3N=C(SCc3cccc(Cl)c3)N2C1=O)NCc1ccco1 (centres undefined)
35	O=C(O)CC(C(=O)Nc1ccc(Cl)c(Cl)c1)C1CCCO1 (centres undefined)
36	O=C(CN1C(=O)c2ccccc2S1(=O)=O)Nc1ccccc1
Compound	31	32	33	34	35	36
Yeast growth tox inhibition %	9	0	7	15	21	-12
eIF2B yeast act mutant toxicity	9	x	7	15	x	-12
Yeast growth tox	1	9	31	16	-2	-4
eIF2B yeast act	34	34	3	28	x	-2

37	Oc1cccc2ccc(Nc3ccccn3)nc12
38	CCn1nc(CC(=O)Nc2ccc(-n3cnnn3)c(C)c2)c2ccccc2c1=O
39	COc1ccc(N2CCN(C(CNC(=O)c3ccco3)c3cccnc3)CC2)cc1 (centres undefined)
40	Cc1nc2c(c(=O)n1Cc1ccco1)c1nc3ccccc3nc1n2Cc1ccccc1
41	O=C(CN(C1CCCCC1)S(=O)(=O)c1ccc(F)cc1)Nc1ccc2c(c1)OCO2
42	O=C(CC(c1ccc(F)cc1)c1ccco1)N1CCCC1 (centres undefined)
Compound	37	38	39	40	41	42
Yeast growth tox inhibition %	4	-10	x	0	11	2
eIF2B yeast act mutant toxicity	4	-10	x	x	11	2
Yeast growth tox	13	-19	x	12	5	13
eIF2B yeast act	14	19	-42	17	-33	-5

43	CCOc1ccc(CC(=O)C2C(=O)CCCC2=O)cc1OCC
44	COc1ccc(C(=O)NCc2c(CC(C)C)oc(C)c2C(=O)O)cc1
45	CCOC(=O)C1(C)/C(=N/Nc2ccccc2Cl)C(=O)C(=O)N1c1ccccc1 (centres undefined)
46	CCOC(=O)c1sc(SCC(=O)Nc2ccc(N(C)C)cc2)nc1N
47	O=C(CSc1nnnn1-c1ccccc1)Nc1ccc(Cl)cn1
48	O=C1Cc2ccccc2C(c2ccccc2)N1 (centres undefined)
Compound	43	44	45	46	47	48
Yeast growth tox inhibition %	0	4	9	4	-19	14
eIF2B yeast act mutant toxicity	x	4	x	4	x	14
Yeast growth tox	10	5	-2	-5	-18	20
eIF2B yeast act	14	9	x	10	x	20

From no. 44 up to 45, copied from above:
44	COc1ccc(C(=O)NCc2c(CC(C)C)oc(C)c2C(=O)O)cc1
45	CCOC(=O)C1(C)/C(=N/Nc2ccccc2Cl)C(=O)C(=O)N1c1ccccc1 (centres undefined)
Compound	44	45
Yeast growth tox inhibition %	4	9
eIF2B yeast act mutant toxicity	4	x
Yeast growth tox	5	-2
eIF2B yeast act	9	x

Next section:
49	COc1ccc(OC)c(NC(=O)c2ccc(NS(C)(=O)=O)cc2)c1
50	O=C(O)Cc1ccc(C(=O)c2ccccc2)s1
51	CCCn1c(SCC(=O)c2cc(OC)ccc2OC)nnc1C(C)C
52	CN(C)S(=O)(=O)c1ccc(Cl)c(C(=O)NCc2ccco2)c1
53	O=S(=O)(NC1CCCCC1)c1ccc(F)c2ccccc12
54	CCn1c(SC(C)C(=O)O)nc2sc3c(c2c1=O)CCC3 (centres undefined)
Compound	49	50	51	52	53	54
Yeast growth tox inhibition %	10	11	-10	18	16	15
eIF2B yeast act mutant toxicity	10	11	x	18	16	15
Yeast growth tox	13	27	-12	19	1	15
eIF2B yeast act	23	2	x	32	24	24

55	CCN(CC)S(=O)(=O)c1cccc(-c2cn3cc(C)ccc3n2)c1
56	COCCNC(=O)Cn1c(=O)n(C)c2ccccc21
57	CCC(C)[C@H](NC(=O)OC(C)(C)C)C(=O)N/N=C/C1=Cc2ccccc2OC1 (some centres undefined)
58	CC(C)(C)c1nc(NCCN2CCOCC2)c2nnn(Cc3ccccc3Cl)c2n1
59	c1ccc(-c2noc(-c3ccccc3-c3ccccc3)n2)cc1
60	CCn1c(NC2CCCCC2)nc2ccccc21
Compound	55	56	57	58	59	60
Yeast growth tox inhibition %	0	-5	0	-21	22	0
eIF2B yeast act mutant toxicity	x	-5	x	-21	22	x
Yeast growth tox	1	0	-1	-32	17	-10
eIF2B yeast act	14	7	11	-25	13	3

Reformatted with two lines to a compound: 6 of the compounds above
Each structure is followed by: Yeast growth tox inhibition %	eIF2B yeast act mutant toxicity	Yeast growth tox	eIF2B yeast act
58: CC(C)(C)c1nc(NCCN2CCOCC2)c2nnn(Cc3ccccc3Cl)c2n1
→ -21	-21	-32	-25
60: CCn1c(NC2CCCCC2)nc2ccccc21
→ 0	x	-10	3
55: CCN(CC)S(=O)(=O)c1cccc(-c2cn3cc(C)ccc3n2)c1
→ 0	x	1	14
57: CCC(C)[C@H](NC(=O)OC(C)(C)C)C(=O)N/N=C/C1=Cc2ccccc2OC1 (some centres undefined)
→ 0	x	-1	11
56: COCCNC(=O)Cn1c(=O)n(C)c2ccccc21
→ -5	-5	0	7
59: c1ccc(-c2noc(-c3ccccc3-c3ccccc3)n2)cc1
→ 22	22	17	13

Further results follow.
61	O=C(CCCn1c(=O)[nH]c2cc(Cl)ccc2c1=O)NCCC1=CCCCC1
62	O=C(CN1CCOCC1)Nc1cccc(Br)c1
63	Cc1ccccc1N1CCN(S(=O)(=O)c2ccccc2)CC1
64	COC(=O)CNC(=O)CN1C(=O)N(c2cccc(Cl)c2)C(N(O)C(=O)Nc2cccc(Cl)c2)C1(C)C (centres undefined)
65	COC(C(=O)Nc1ccc(S(=O)(=O)N2CCCCC2)cc1)c1ccccc1 (centres undefined)
66	O=S(=O)(c1ccccc1)N1CCN(c2ncccn2)CC1
Compound	61	62	63	64	65	66
Yeast growth tox inhibition %	-10	0	-14	8	6	15
eIF2B yeast act mutant toxicity	-10	x	-14	x	6	15
Yeast growth tox	-17	-7	-6	8	10	-2
eIF2B yeast act	13	29	21	x	13	7

67	O=c1[nH]c2ccccc2c(=O)n1CCCO
68	Cn1c(=O)cc(SCC(=O)Nc2ccc3c(c2)OCO3)c2ccccc21
69	COc1cc2c(cc1OC)C(C(=O)N1CCN(c3ccccc3)CC1)C(c1cccs1)N(C)C2=O (centres undefined)
70	O=C(O)c1ccccc1C(=O)Nc1ccccc1
71	CCC(c1nnnn1C(C)(C)C)N(Cc1cccs1)Cc1cc2cc(C)c(C)cc2n2nnnc12 (centres undefined)
72	Cc1ccc(CN2CCC(C(=O)NCCC(C)C)CC2)o1
Compound	67	68	69	70	71	72
Yeast growth tox inhibition %	16	23	3	7	-19	0
eIF2B yeast act mutant toxicity	16	23	3	x	x	x
Yeast growth tox	19	4	5	7	-1	24
eIF2B yeast act	15	-6	22	x	x	23

73	COC(=O)CC(C(=O)Nc1cc(C(=O)OC)cc(C(=O)OC)c1)N1CCN(C)CC1 (centres undefined)
74	CCOC(=O)Cc1csc(NC(=O)c2ccncc2)n1
75	CCOC(=O)C1=C(C)N=C2SCCC(=O)N2C1c1cccs1 (centres undefined)
76	O=C1CCCc2c1[nH]c1ccccc21
77	CN(C)c1ccc(/C=C2\C(=O)N(c3ccc([N+](=O)[O-])cc3)N=C2N2CCOCC2)cc1
78	O=C(NCc1ccccc1)C(C(=O)c1ccc(F)cc1)n1ccccc1=O (centres undefined)
Compound	73	74	75	76	77	78
Yeast growth tox inhibition %	4	-31	0	2	12	-5
eIF2B yeast act mutant toxicity	x	-31	x	2	12	-5
Yeast growth tox	17	-10	6	21	-10	-10
eIF2B yeast act	x	16	8	24	-21	-9

Quoted at random: three records from the list.
73	COC(=O)CC(C(=O)Nc1cc(C(=O)OC)cc(C(=O)OC)c1)N1CCN(C)CC1 (centres undefined)
78	O=C(NCc1ccccc1)C(C(=O)c1ccc(F)cc1)n1ccccc1=O (centres undefined)
75	CCOC(=O)C1=C(C)N=C2SCCC(=O)N2C1c1cccs1 (centres undefined)
Compound	73	78	75
Yeast growth tox inhibition %	4	-5	0
eIF2B yeast act mutant toxicity	x	-5	x
Yeast growth tox	17	-10	6
eIF2B yeast act	x	-9	8

The list goes on.
79	CC(C)(C)c1[nH]nc2c1C(c1ccncc1)C(C#N)=C(N)O2 (centres undefined)
80	OC(COC(c1ccccc1)c1ccccc1)CN1CCCCC1 (centres undefined)
81	Cn1c(/N=C/c2c(O)ccc3ccccc23)nc2ccccc21
82	O=[N+]([O-])c1ccc(Cl)cc1Sc1nc2ccccc2o1
83	Cc1cc(C)n(-c2ccc(C(=O)OCC(=O)Nc3ccc(S(=O)(=O)N4CCCCC4)cc3)cc2)n1
84	CCn1c(=O)cc(SCC(=O)N2CCCCC2)c2ccccc21
85	COc1ccc(C(=O)n2ccc(C)n2)cc1Br
86	Oc1[nH]c2ccccc2c1C1=NCCCC1
Compound	79	80	81	82	83	84	85	86
Yeast growth tox inhibition %	10	17	-6	x	11	9	-10	-10
eIF2B yeast act mutant toxicity	10	17	x	x	x	9	x	-10
Yeast growth tox	-6	25	-26	x	2	-22	3	1
eIF2B yeast act	30	-26	u	22	x	1	x	22

Screening results deposited in PubChem BioAssay by PCMD.
